# Source: PubChem BioAssay
# TCR CD3 inh: inhibitors of human TCR-CD3 interaction, primary screen, biochemical, fluorescence, TAMRA-labeled TCR probe; inhibition, % at 9.4 µM; T-cell receptor (TCR); AID 651800, 2012; 360,000 tested, 0.37% active; in the data active means inhibition above about 19%;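 further: recombinant mutant TCR 2C K166C tagged with TAMRA read by polarization; 0% = receptor in buffer alone and 100% = receptor with positive control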
# SIAE primary: human SIAE inhibitors, primary screen, biochemical, fluorescence polarization, FP-Rh probe, 1536-well HTS; Sialate O-acetylesterase (Homo sapiens), Q9HAT2; SIAE FP-Rh probe binding; inhibition, % at 9.66 µM; 370,000 tested, 0.69% active; AID 1053197, 2014;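 active means inhibition above a cutoff: mean of compounds within the control limits plus 3 SD of those, cut at about 17% in these data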;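 further: 0% = plate median of compound wells and 100% = probe without SIAE protein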
# NPR2 activator: human GC-B receptor activators, primary screen, HEK293 GC-B cells, cGMP TR-FRET, EC30 CNP | Atrial natriuretic peptide receptor 2 (Homo sapiens), P20594 | 0% at EC30 CNP, 100% saturating CNP | activation, % at 10 µM | 370,000 tested, 0.11% active;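 active means activation at 10 µM reaching about 35% in either raw or pattern-adjusted values, limit read from the data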
# ABHD4 inh: ABHD4 inhibitors, primary screen, biochemical, fluorescence polarization, mouse; (Lyso)-N-acylphosphatidylethanolamine lipase (Mus musculus), Q8VD66; purified mABHD4, FP-Rh probe fluorescence polarization; inhibition, % at 8.92 µM; 370,000 tested, 0.54% active; AID 720543, 2013;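 active means inhibition exceeding the mean over every tested compound plus 3 SD, cut at about 30% in these data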;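 further: 0% = plate median of compound wells and 100% = S159A mutant with DMSO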
#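 Assay system: mouse ABHD4 enzyme, wild type / Also added: fluorescent activity-based probe FP-Rh / Doses: single nominal dose of 8.92 µM, 0.89% DMSO final / Timing: 45 min compound pre-incubation plus 60 min probe step, 25 °C / Signal: FP readout, ex 525 nm / em 598 nm / Control set: S159A mutant/DMSO as 100%, compound-well median as 0%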
# HTRA1 inh: HTRA1 serine protease inhibitors, primary screen, biochemical, fluorescence polarization, HTS. 340,000 tested, 0.5% active. recombinant HTRA1, FP-rhodamine activity-based probe. inhibition, % at 5.96 µM. AID 504803, 2011; in the data active means inhibition above about 36%;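 further: 0% = enzyme with DMSO and 100% = wells lacking enzyme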
# rCAG RNA binder: binders of r(CAG) RNA repeats, primary screen, biochemical, fluorescence; r(CAG) RNA repeat, TO-PRO-1 dye displacement fluorescence; 370,000 tested, 1.3% active; inhibition, % at 3 µM; AID 651821, 2012;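 active means inhibition above the plate cutoff, the mean of all test compounds on that plate plus 3 SD, cut at about 35% in these data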;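 further: 0% = DMSO alone and 100% = 100 µM mitoxantrone as full dye displacement; higher means more dye released from RNA so lower well fluorescence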
# MBD2 inh: inhibitors of MBD2 binding to methylated DNA, primary screen, biochemical, TR-FRET, DNA-binding domain, human; inhibition, % at 4.4 µM; 370,000 tested, 0.31% active; MBD2 binding to methylated oligonucleotide; AID 686964, 2013; in the data active means inhibition above about 13%
# UHRF1 MBD2 ctr: UHRF1 methylated DNA binding inhibitors, primary screen, counter-screen for MBD2 inhibitor project, biochemical, TR-FRET, human UHRF1, single concentration. 370,000 tested, 0.75% active. E3 ubiquitin-protein ligase UHRF1 (Homo sapiens), Q96T88. AID 687016, 2013. UHRF1 binding to methylated oligo. inhibition, % at 4.4 µM; in the data active means inhibition above about 21%;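 further: UHRF1 SRA domain binding a hemimethylated CpG hairpin DNA probe; 0% = median of test compound wells and 100% = reference inhibitor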
# GC-A act: GC-A stimulated cGMP production enhancers – HEK293 GC-A cells, cGMP TR-FRET, EC30 ANP, primary screen. activation, % at 10 µM. 0% at EC30 ANP, 100% saturating ANP. AID 1671463, 2021. 370,000 tested, 0.14% active. Atrial natriuretic peptide receptor 1 (Homo sapiens), P16066; in the data active means activation above about 40%
# PRMT1 FP inh: PRMT1 methyltransferase inhibitors, primary screen, biochemical, fluorescence polarization. Protein arginine N-methyltransferase 1 (Homo sapiens), Q99873. recombinant PRMT1, activity-based probe fluorescence polarization. inhibition, % at 2.79 µM. 370,000 tested, 1.3% active;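 active means inhibition above about 21% made by adding two undisclosed values, limit read from the data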
# * = called active by the depositor; . = no result given; & = joins results of further samples. These rows are one share of the data; the hit share may differ from the screen's.
entry	canonical_smiles	TCR CD3 inh	SIAE primary	NPR2 activator	ABHD4 inh	HTRA1 inh	rCAG RNA binder	MBD2 inh	UHRF1 MBD2 ctr	GC-A act	PRMT1 FP inh
1	CS(=O)(=O)Nc1cccc2[nH]ncc12	2	9	-1	6	5	1	2	-5	3	-1
2	O=C(c1ccc(F)cc1)N(Cc1cccs1)C1CCS(=O)(=O)C1 (stereo not given)	-10	-5	-1	0	-2	0	-2	-2	-7	-3
3	CC1(c2nnnn2Cc2ccccc2)CCC(=O)N1C1CC1 (stereo not given)	0	5	3	7	.	-1	3	-2	2	-3
4	CCN(c1ccccc1)S(=O)(=O)c1ccc(OC)c(NC(=O)c2cc(F)c(F)c(F)c2F)c1	-2	-2	-3	-2	-4	0	-2	3	-6	-8
5	Cc1ccc(OCCn2cc(C#N)c3ccccc32)cc1	2	-6	-28	-23	-42	2	-6	2	-15	1
6	Fc1ccccc1C1c2[nH]c3ccccc3c2CCN1Cc1ccoc1 (stereo not given)	-5	-11	-10	-23	-20	3	6	3	-23	5
7	O=P(O)(O)c1ccccc1OCCOCCOc1ccccc1P(=O)(O)O	4	2	0	7	0	0	3	-1	3	2
8	CCc1cc2c(COC(=O)c3cccc(S(C)(=O)=O)c3)cc(=O)oc2cc1O	1	-6	3	6	-14	10	1	1	7	1
9	Cc1cccc(NC(=O)COC(=O)c2ccccc2SCC(=O)N2CCCC2)c1	-2	5	2	-11	-11	0	1	-1	-2	6
10	CN(C)C(C)(C)C#CC(O)(c1ccccc1)c1ccccc1	2	-2	-9	1	0	-10	0	-2	-17	-10
11	O=C1NCCN1c1ccc(CN2CCN(C3CCCCC3)C(CCO)C2)cc1 (stereo not given)	4	2	-2	2	-6	-5	4	0	-1	0
12	C=CCc1ccc(O)c(-c2cc(CC=C)ccc2O)c1	2	1	5	-14	5	16	1	-3	4	1
13	COc1ccc(C)cc1N(C(=O)c1ccc(C#N)cc1)C1=NC(C)(C)CS1	2	-1	5	2	4	-1	4	18	-3	-6
14	CC(C)CC(O)(c1ccccc1)C(CN1CCOCC1)c1ccccc1 (stereo not given)	-1	4	-20	-5	6	-8	1	0	-44	-4
15	CC1=CC(C)(C)N(C(=O)CSc2ncn[nH]2)c2ccc(C)cc21	-7	-2	-8	-9	2	-1	8	5	-20	1
16	CC(=O)Nc1cccc(C(=O)OCC(=O)NC(=O)Cc2ccccc2)c1	-1	7	2	5	-7	-3	-4	1	3	-2
17	O=C(NC1CCCc2ccccc21)C1CCN(S(=O)(=O)N2CCCCCC2)CC1 (stereo not given)	2	-1	3	1	1	-3	1	-1	-1	-4
18	COc1cccc(-c2noc(CCCC(=O)Nc3ccc(C(N)=O)cc3)n2)c1	5	-1	-1	4	1	-1	3	0	-3	-3
19	CCCNC(=S)N1CCC(NC(=O)C2CCCCC2)CC1	0	-7	2	-10	3	2	-7	4	2	-3
20	Cc1ccc([N+](=O)[O-])cc1NC(=O)C(Sc1ccccc1)c1ccccc1 (stereo not given)	2	6	4	-11	-4	3	2	0	-6	0
21	CC1(C)CC(N2CCCC2)=CC(=[N+]2CCCCC2)C1	0	9	1	-8	-1	-1	0	5	-2	3
22	CC(=O)Nc1sc2c(c1-c1nc3ccccc3s1)CCOC2	.	-5	15	-5	.	.	-1	-14	11	12
23	O=C(Nc1ccc(NC(=O)c2sc3ccccc3c2Cl)cc1Cl)c1ccco1	8	-21	-5	-8	-13	10	-3	-2	1	-6
24	O=C(Cc1cc(=O)[nH][nH]1)N/N=C/c1cccc(Cl)c1Cl	2&8	13&-1	-2&-5	15&14	6&5	25&21	-9&2	-10&-9	3&5	-2&2
25	CCOC(=O)Cc1csc(NC(=O)Cn2c(=O)oc3ccccc32)n1	-12	-3	-2	10	-1	2	4	3	2	5
26	CC(C)(C)CC(=O)Nc1ccccc1N1CCN(c2ccccc2)CC1	-1	-4	5	-2	-12	-9	3	-1	3	2
27	Cc1ccc(NC(=O)CN(C)C(=O)COC(=O)CNS(=O)(=O)c2ccc(Br)cc2Cl)cc1	-6	-6	-5	8	-2	-1	-1	1	-2	0
28	CC1CC(C)(C)NC(=S)N1CCCC(=O)Nc1ccc(F)c(F)c1 (stereo not given)	-2	3	2	0	-2	-6	3	-1	-4	1
29	O=C1c2ccccc2C(=O)c2c1cccc2N1CCOCC1	11	10	-2	11	19	1	-18	-20	4	-3
30	COc1ccc(OC)c(S(=O)(=O)Nc2cccc(-c3ccc4nncn4n3)c2)c1	-6	-6	-12	-1	-1	3	-3	-1	-25	1

# Other results:
entry	canonical_smiles	TCR CD3 inh	SIAE primary	NPR2 activator	ABHD4 inh	HTRA1 inh	rCAG RNA binder	MBD2 inh	UHRF1 MBD2 ctr	GC-A act	PRMT1 FP inh
31	CCCCN(C(=O)c1ccc(S(=O)(=O)N(CC)CC)cc1)c1c(N)n(CCC)c(=O)[nH]c1=O	-6	-4	3	1	-4	-3	-2	1	2	1
32	Cc1ccc(OC(=O)c2sc3ncn(C)c(=O)c3c2C)cc1	0	-4	-3	0	-2	5	0	3	5	-2
33	O=C(CCNC(=O)c1ccc(Br)cc1)NCCCSc1ccccc1	-2	7	-3	-6	-3	-5	4	2	-6	4
34	COc1ccc(C(=O)NCc2nnc(SCC(=O)N3CCCc4ccccc43)o2)cc1OC	-10	-1	-1	5	-2	-4	-2	-2	-3	-2
35	COc1ccc(CCNC(=O)Cn2nc(-c3ccccc3)ccc2=O)cc1	.	-7	2	5	.	-1	0	2	-2	6
36	Cc1ccc(-n2c(C)cc(C(=O)COc3c(CO)cc(F)cc3CO)c2C)cc1C	-3	3	-1	21	-49	-6	-5	-2	0	0
37	O=C(CN1C(=O)c2ccccc2C1=O)N1CCCCC1	9	-1	5	4	-4	-2	-5	-1	4	-3
38	O=C(/C=C/c1ccc2c(c1)OCO2)NCc1ccncc1	1	6	1	1	8	4	0	0	3	-3
39	O=C(CSc1nc2ccccc2c2c1CCCC2)N1CCOCC1	-4	0	1	-8	-19	-3	-3	-1	-1	1
40	Cc1ccccc1NC(=O)Cc1nc(COC(=O)c2cccc(C)c2O)cs1	-1	-6	6	20	-14	-3	-4	-1	0	-7
41	C=CCSc1nc2c(c(=O)[nH]c(=O)n2C)n1Cc1ccccc1	5	2	-12	-3	-1	2	-2	-1	-14	-4
42	COc1ccc(CN2CCCC2C(=O)Nc2ccc(OC)c(OC)c2)cc1OC (stereo not given)	-8	-1	3	-6	-6	-1	-2	9	0	0
43	Cc1ccc(C(=O)N/C(=C/c2ccc(-c3ccc(Br)cc3)o2)C(=O)NC2CCS(=O)(=O)C2)cc1 (stereo not given)	1	3	-2	-5	0	-1	-4	-3	-2	3
44	COc1ccccc1N1CCN(C(=O)c2ccc3c(c2)CCN3S(C)(=O)=O)CC1	6	0	5	4	3	-3	-2	0	1	3
45	C[C@H](CO)N1C[C@H](C)[C@@H](CN(C)Cc2ccc(-c3ccccc3)cc2)Oc2c(NS(=O)(=O)c3ccc(F)cc3)cccc2C1=O	11	-6	4	-10	-30	7	6	-3	0	1
46	CCCCc1nc2cc(C(=O)NC3CCOC(C)(C)C3)ccc2o1 (stereo not given)	3	4	4	-5	-1	-8	3	-2	5	1
47	Cc1nnc(NC(=O)CSc2ccc(-c3ccco3)nn2)s1	3	11	-1	4	-2	5	-3	4	-3	15
48	C=CCN=C1NC(c2ccccc2)C(C(=O)OC)=C(C)N1Cc1cccc(C(F)(F)F)c1 (stereo not given)	-2	-2	-21	8	.	6	1	-3	-18	1
49	CCOc1ccc2ccccc2c1/C=N/NC(=O)CNC(=O)c1ccccc1O	1	-14	-3	-15	-40	22	-3	-4	-3	-3
50	Cc1ccc(OCC(=O)N/N=C/c2ccco2)cc1	1	-2	1	10	-5	-4	3	-2	3	2
51	O=C(NCC(=O)N1CCN(S(=O)(=O)/C=C/c2ccccc2)CC1)c1ccc(Cl)cc1	1	-1	-6	-1	1	-5	2	-1	-4	-1
52	CCC(C)[C@H](NC(=O)NCc1ccco1)C(=O)OC (stereo not given in full)	4	-5	1	4	13	-1	3	1	4	1
53	CC(C)CCn1c(=O)c2ccccc2n2c(CCC(=O)NCC3CCCO3)nnc12 (stereo not given)	-2	1	1	-3	3	-3	-2	6	-4	2
54	C[C@H](CO)N1C[C@H](C)[C@@H](CN(C)CC2CCCCC2)Oc2ccc(NC(=O)CCN3CCOCC3)cc2C1=O	-1	7	7	3	6	-3	0	1	4	0
55	CCN1CCN(C(=O)C(=O)c2cn(CC(=O)N(CC)CC)c3ccccc23)CC1	-2	-4	0	5	6	-2	-2	-2	-2	-7

# Reprinted, nos. 44 to 55
entry	canonical_smiles	TCR CD3 inh	SIAE primary	NPR2 activator	ABHD4 inh	HTRA1 inh	rCAG RNA binder	MBD2 inh	UHRF1 MBD2 ctr	GC-A act	PRMT1 FP inh
44	COc1ccccc1N1CCN(C(=O)c2ccc3c(c2)CCN3S(C)(=O)=O)CC1	6	0	5	4	3	-3	-2	0	1	3
45	C[C@H](CO)N1C[C@H](C)[C@@H](CN(C)Cc2ccc(-c3ccccc3)cc2)Oc2c(NS(=O)(=O)c3ccc(F)cc3)cccc2C1=O	11	-6	4	-10	-30	7	6	-3	0	1
46	CCCCc1nc2cc(C(=O)NC3CCOC(C)(C)C3)ccc2o1 (stereo not given)	3	4	4	-5	-1	-8	3	-2	5	1
47	Cc1nnc(NC(=O)CSc2ccc(-c3ccco3)nn2)s1	3	11	-1	4	-2	5	-3	4	-3	15
48	C=CCN=C1NC(c2ccccc2)C(C(=O)OC)=C(C)N1Cc1cccc(C(F)(F)F)c1 (stereo not given)	-2	-2	-21	8	.	6	1	-3	-18	1
49	CCOc1ccc2ccccc2c1/C=N/NC(=O)CNC(=O)c1ccccc1O	1	-14	-3	-15	-40	22	-3	-4	-3	-3
50	Cc1ccc(OCC(=O)N/N=C/c2ccco2)cc1	1	-2	1	10	-5	-4	3	-2	3	2
51	O=C(NCC(=O)N1CCN(S(=O)(=O)/C=C/c2ccccc2)CC1)c1ccc(Cl)cc1	1	-1	-6	-1	1	-5	2	-1	-4	-1
52	CCC(C)[C@H](NC(=O)NCc1ccco1)C(=O)OC (stereo not given in full)	4	-5	1	4	13	-1	3	1	4	1
53	CC(C)CCn1c(=O)c2ccccc2n2c(CCC(=O)NCC3CCCO3)nnc12 (stereo not given)	-2	1	1	-3	3	-3	-2	6	-4	2
54	C[C@H](CO)N1C[C@H](C)[C@@H](CN(C)CC2CCCCC2)Oc2ccc(NC(=O)CCN3CCOCC3)cc2C1=O	-1	7	7	3	6	-3	0	1	4	0
55	CCN1CCN(C(=O)C(=O)c2cn(CC(=O)N(CC)CC)c3ccccc23)CC1	-2	-4	0	5	6	-2	-2	-2	-2	-7
